Arrestin-AP2 inh – inhibitors of beta-arrestin/AP2 binding, primary screen, biochemical, GPCR trafficking, flow cytometry; 340,000 compounds, 0.31% hits; inhibition, % at 10 µM; FITC-arrestin peptide / GST-AP2 beads; AP2 beta2 appendage carries R879A mutation; beta-arrestin 1 C-terminal peptide binding to AP2 beta2-adaptin appendage (human); AID 504490, 2011;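 active = inhibition above a set limit, near 3 SD of compounds lacking own fluorescence, cut at about 54% in these data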;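 note: plate controls were DMSO wells for no effect and 5 µM unlabelled arrestin peptide for full effect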
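Assay system: GST-AP2 R879A bound to glutathione beads, E. coli-expressed; Medium: PBS with 0.05% Tween 20 and 0.1% BSA; Also added: fluorescein-tagged arrestin peptide at 50 nM final; Timing: 12 min plus 1 h, RT; Measured by: flow cytometry, FL1 (488/535 nm); Evaluation: percent drop in bead-associated FITC signal.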
Tat transport – E. coli Tat export inhibitors, primary screen, MC4100, TorA-mCherry reporter, fluorescence, single point. inhibition, % at 10 µM. 340,000 compounds, 0.036% hits. AID 488895, 2010;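 active = mean replicate inhibition at least 50% and at least half of replicates individually reaching 50%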;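 note: exported cargo escapes ClpAP degradation while cytoplasmic cargo is degraded and loses fluorescence; 0% = median of neutral control wells and 100% = median of NaSCN control wells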
Mot1-301 SUMO – yeast Mot1-301 growth rescue at high temperature, primary screen, SUMOylation pathway inhibitor project, S. cerevisiae, ATP luminescence, 38.5C | 320,000 compounds, 1% hits | growth rescue, % at 18.8 µM | S. cerevisiae Mot1-301 growth rescue; percent above DMSO median, 100 means doubled | AID 2716, 2010;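 active = every valid replicate shows activation above 250% relative to neutral control wells; inactive = the rest, any valid replicate at or below 250%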;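 note: OY570 slx delta 5 strain wells were the positive control but not used for scaling; some compounds called inactive have numbers as strong as hits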
PKA-R1A activ – activators of PKA-R1A holoenzyme, primary screen, biochemical, fluorescence polarization, Cy5-IP20, bovine R1A, mouse PKAc; activation, % at 11.4 µM; AID 504707, 2011; 340,000 compounds, 0.083% hits; PKA-R1A dissociation; scaled: DMSO 0%, 113 µM cGMP 100%; cAMP-dependent protein kinase type I-alpha regulatory subunit (Bos taurus) + …;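 active = percent activation above the mean of all tested compounds plus 3 SD, cut at about 19% in these data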;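 note: higher means more PKAc released from R1A so a rise in polarization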
phage Ecoli inh – growth loss of phage-infected E. coli, primary screen, RecBCD inhibitor project, absorbance, with phage, HTS | inhibition, % at 11.9 µM | 360,000 compounds, 0.26% hits | AID 651602, 2012; in the data active = inhibition above about 11%
E coli growth – E. coli V3065 growth inhibition, primary screen, counter-screen for AddAB inhibitor project, absorbance, OD600; AID 449728, 2010; 18 h; 330,000 compounds, 0.27% hits; inhibition, % at 11.9 µM;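 active = inhibition above the campaign's mean inhibition across all tested compounds plus 3 SD, cut at about 9.9% in these data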;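 note: uninfected addAB+ strain grown without phage in ampicillin broth; 0% = DMSO wells and 100% = ciprofloxacin 0.95 µg/ml wells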
PfHsp90 yeast 2 – growth inhibition of PfHsp90-expressing yeast, primary screen, antimalarial PfHsp90 inhibitor project, S. cerevisiae, BacTiter-Glo luminescence, single point, set 2; inhibition, % at 9.4 µM; 310,000 compounds, 0.32% hits; BacTiter-Glo ATP, 48 h; yeast lacking PDR1 and PDR3 efflux regulators;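 active = every replicate shows inhibition above about 80%, whatever the replicate mean, limit read from the data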;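 note: 0% = DMSO neutral controls and 100% = 20 µM radicicol positive controls; yeast relying on Plasmodium falciparum Hsp90 in place of its own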
AddAB inh – growth inhibition of E. coli expressing H. pylori AddAB, primary screen, AddAB inhibitor project, absorbance. inhibition, % at 11.9 µM. 330,000 compounds, 0.29% hits. AID 435030, 2010; in the data active = inhibition above about 12%;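 note: 0% = vehicle wells of infected cells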
Pemphigus Ab inh – inhibitors of pemphigus antibody binding to DSG3, primary screen, biochemical, bead-based, flow cytometry, scFv-GFP; Desmoglein-3 (Homo sapiens), P32926; DSG3-coupled beads, scFv-anti-DSG3-GFP binding; hits give low values; binding (percent of control), % at 10 µM; 310,000 compounds, 0.48% hits;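 active = binding more than 3 SD below its plate's average and above zero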;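 note: hits lower antibody fragment binding to DSG3; some compounds called inactive have numbers as strong as hits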
MOR-DOR inv ag – inverse agonists of MOR-DOR heterodimerization, primary screen, cell-based, luminescence. Mu-type opioid receptor (Homo sapiens) + Delta-type opioid receptor (Homo sapiens), …. cell-based MOR-DOR heterodimer luminescence, inverse agonism. inhibition, % at 9.3 µM. 340,000 compounds, 0.21% hits. AID 504357, 2011; in the data active = inhibition above about 22%, passing the limit was not always enough;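 note: 0% = cells with DMSO and 100% = wells without cells with DMSO; values of inactives mirror those of a sister screen read the other way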
Target sequence (P35372 whole entry, looked up): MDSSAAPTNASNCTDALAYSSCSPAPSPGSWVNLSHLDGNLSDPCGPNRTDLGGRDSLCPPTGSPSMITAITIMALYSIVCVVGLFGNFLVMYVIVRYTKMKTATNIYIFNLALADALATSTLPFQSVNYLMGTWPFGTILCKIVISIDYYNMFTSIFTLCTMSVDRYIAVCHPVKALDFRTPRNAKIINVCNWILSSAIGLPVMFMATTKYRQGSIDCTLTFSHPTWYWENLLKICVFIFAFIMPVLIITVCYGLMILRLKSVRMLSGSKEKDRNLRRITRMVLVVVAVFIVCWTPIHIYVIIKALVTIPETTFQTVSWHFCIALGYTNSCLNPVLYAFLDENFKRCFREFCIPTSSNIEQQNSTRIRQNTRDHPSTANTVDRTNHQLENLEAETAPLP
Target sequence (P41143 whole entry, looked up): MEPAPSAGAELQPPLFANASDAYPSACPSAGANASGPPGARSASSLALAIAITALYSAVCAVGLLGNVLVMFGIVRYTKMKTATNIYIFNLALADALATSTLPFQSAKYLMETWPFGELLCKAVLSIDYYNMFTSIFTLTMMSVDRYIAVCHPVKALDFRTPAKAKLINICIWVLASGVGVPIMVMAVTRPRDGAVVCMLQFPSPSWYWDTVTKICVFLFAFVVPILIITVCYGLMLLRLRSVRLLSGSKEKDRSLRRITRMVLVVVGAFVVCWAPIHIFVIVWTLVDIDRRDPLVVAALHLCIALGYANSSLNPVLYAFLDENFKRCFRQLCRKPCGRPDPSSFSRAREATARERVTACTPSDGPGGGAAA
OPRM1-OPRD1 ag – agonists of OPRM1-OPRD1 heterodimerization, primary screen, cell-based, luminescence; Mu-type opioid receptor (Homo sapiens) + Delta-type opioid receptor (Homo sapiens), …; cells; activation, % at 9.3 µM; 340,000 compounds, 0.3% hits; in the data active = activation above about 18%;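 note: 0% = vehicle-treated cells and 100% = reference agonist; values of inactives mirror those of a sister screen read the other way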
Numbers without * were called inactive; / = no result given; & = joins results of further samples.

SMILES	Arrestin-AP2 inh	Tat transport	Mot1-301 SUMO	PKA-R1A activ	phage Ecoli inh	E coli growth	PfHsp90 yeast 2	AddAB inh	Pemphigus Ab inh	MOR-DOR inv ag	OPRM1-OPRD1 ag
CCOC(=O)C(NC(=O)Nc1ccc(Cl)cn1)(Oc1ccc(F)cc1)C(F)(F)F (centres undefined)	-2	-7	-1	-2	3.7	-2.1	1	0.5	85	6	-1.2
CCN(CC)Cc1c(O)ccc2c(=O)c(-c3ccc(Cl)cc3)coc12	10	0	18	-9	1.0	2.6	-1	2.6	102	9	-1.9
CC1(C)CC(=O)C(C=Nc2ccc(N)cc2)=C(O)C1	2	-11	/	10	1.1	0.4	2	-2.0	95	-12	2.3
COc1cc(C(=O)Oc2cc(N)n(S(=O)(=O)c3ccc(F)cc3)n2)cc(OC)c1OC	-3	0	8	-5	2.7	-0.1	17	2.4	/	6	-1.0
Cc1ccc(C2(c3ccc(C)cc3)CC2C(=O)Nc2ccc([N+](=O)[O-])cc2O)cc1 (centres undefined)	-5	10	-8	-10	5.7	6.0	29	2.5	102	-42	7.2
COc1ccc(/C=N/OCC(=O)Nc2cc(C)on2)cc1OC	2	-7	-17	-2	-0.4	1.6	-49	3.1	90	6	-1.1
O=C(NCC(O)c1ccc([N+](=O)[O-])cc1)C(c1ccccc1)c1ccccc1 (centres undefined)	-1	14	-1	-12	1.8	-0.1	-15	3.0	104	-1	0.2
CC(=O)Oc1oc(-c2ccccc2)nc1C=Nc1ccccc1	25	-1	-9	2	2.1	2.8	-7	3.9	247	5	-1.1
OCC1(Cc2ccccc2)CCN(Cc2cnc(-c3ccc(Cl)cc3)nc2)CC1	4	10	-9	2	4.0	-1.7	18	3.3	109	-34	6.9
CNS(=O)(=O)c1ccc(NC(=O)C2c3ccccc3Oc3ccccc32)cc1	-14	2	7	-1	2.3	-2.4	-13	1.6	96	9	-1.5
CCNC(=O)C1Cc2cc(S(=O)(=O)N3CCCC3)ccc2N1C(C)=O (centres undefined)	4	0	3	0	-1.3	-1.9	33	3.9	/	11	-2.2
O=S(=O)(c1ccc(F)cc1)N1CCC2(CC1)OCCN2S(=O)(=O)c1cccs1	-1	7	-18	-13	4.0	2.0	/	1.9	104	11	-2.0
CCOc1ccccc1NC(=O)CCCn1cc([N+](=O)[O-])cn1	-26	-3	-5	0	0.5	0.0	/	5.8	111	15	-3.0
Cc1ccc2onc(CC(=O)O)c2c1	31	-2	-1	12	3.6	-1.4	9	1.5	105	-1	0.2
COc1ccc(/C(N)=N/OC(=O)CN(C)S(=O)(=O)c2ccccc2)cc1	3	1	/	/	5.8	/	-28	/	101	/	/
O=C(OCc1ccc(F)cc1)c1cccnc1Cl	5	-3	-6	10	1.5	-0.1	-22	1.9	83	12	-1.9
O=C(NCc1ccco1)/C(=C/c1ccc(F)cc1)NC(=O)c1ccccc1	3	-5	-8	-13	-1.5	-0.8	8	1.4	112	-5	0.7
C=CCn1c(-c2ccc(OC)cc2)nc2ccccc21	98*	-3	396*	-5	6.1	2.9	-3	-2.7	95	13	-2.3
Cc1ccc(C(=O)NCC(=O)OCC(=O)Nc2cccc(S(=O)(=O)N3CCCC3)c2)cc1C	2	7	-4	2	1.3	0.3	8	1.9	102	3	-0.5
O=c1c(-n2cncn2)c[nH]n1-c1cccc(Cl)n1	-8	2	-6	2	0.9	-0.7	22	3.9	83	8	-1.6
CCOC(=O)Cn1cc(C(=O)C(=O)N2CCOCC2)c2ccccc21	32	2	-6	3	3.4	-0.8	-2	-0.4	108	6	-2.0
CCOC(=O)c1c(CC(C)C)csc1/N=C/C1=C(O)CCCC1=O	38	/	-5	/	1.0	-1.6	/	1.4	110	/	/
CSc1ccc(/C=C/C(=O)c2c(O)cc(C)oc2=O)cc1	-11	-14	70	4	2.9	-0.2	16	3.2	109	3	-0.5
CN(C(=O)CSc1nnc2ccccn12)C1CCS(=O)(=O)C1 (centres undefined)	-5	-1	28	-3	1.6	-1.3	30	1.9	/	16	-3.8
O=C(O)CNC(=O)/C(=C\c1ccc2c(c1)OCO2)NC(=O)c1ccc(Br)cc1	-1	21	-12	/	5.8	-1.8	14	0.8	103	/	/
Continued:
SMILES	Arrestin-AP2 inh	Tat transport	Mot1-301 SUMO	PKA-R1A activ	phage Ecoli inh	E coli growth	PfHsp90 yeast 2	AddAB inh	Pemphigus Ab inh	MOR-DOR inv ag	OPRM1-OPRD1 ag
N#Cc1ccccc1S(=O)(=O)N1CCN(c2ccc(S(=O)(=O)N3CCOCC3)cn2)CC1	30	3	-15	7	2.1	-0.9	-6	-0.6	/	6	-1.2
O=C(O)CCn1c2ccccc2c2nc3ccccc3nc21	41	0	95	2	-2.1	-3.4	-3	1.0	117	15	-3.0
CCc1c(C)[nH]c2c(C)cccc2c1=O	7	-5	/	5	2.1	0.4	5	-1.1	113	8	-1.4
CCCc1cc(N2CCN(C(=O)c3ccco3)CC2)n2c(nc3ccccc32)c1C#N	2	-3	13	0	1.1	0.0	62	3.8	/	14	-2.7
COc1ccc(S(=O)(=O)NCC(=O)N(CC(=O)NCC2CCCO2)c2ccccc2C)cc1 (centres undefined)	6	3	921*	-2	1.6	1.2	5	3.2	124	-1	0.2
O=C(NC1CCCCC1)C(c1cccs1)N(C(=O)c1ccco1)c1ccc2c(c1)OCCO2 (centres undefined)	23	0	3	-3	2.8	2.5	-10	-0.8	82	16	-2.8
Cc1ccccc1N/N=C/c1sc(=O)n(Cc2cccc(C(=O)O)c2)c1Cl	1	1	247	0	0.7	-3.4	-6	-1.8	101	-19	3.6
O=C(Cc1ccc(NC(=O)C2CCCN(C(=O)CCc3ccccc3)C2)cc1)Nc1cccc(C(=O)N2CCCCC2)c1 (centres undefined)	3	3	/	0	1.2	/	0	/	102	-26	5.5
CC(=O)Nc1ccc(OCC(O)Cn2c3ccccc3c3ccccc32)cc1 (centres undefined)	1	5	-6	-5	2.9	-2.0	7	-1.7	95	-4	0.7
O=C(/C=C/c1ccc(Cl)cc1Cl)NCCSCc1ccccc1	12	6	64	12	1.9	-1.0	20	3.1	97	-24	4.7
O=C1C(C2=NC(C(=O)O)C3C(=O)N(c4ccccc4)C(=O)C23)=C(O)c2ccccc21 (centres undefined)	27	-5	-21	-4	2.0	-1.2	/	-1.1	103	19	-3.2
Cc1cccc2nc(C(=O)Nc3cccc(C(=O)NC4CC4)c3)cn12	36	-9	-11	-4	2.1	1.2	0	2.1	/	-1	0.3
CC1(C)Cc2c(sc(NC(=O)C(=O)N3CCCCC3)c2C(N)=O)CO1	40	-7	-6	5	1.0	-2.7	47	4.0	102	9	-1.6
O=C(O)c1nn(CCOc2cccc(Cl)c2)c(=O)c2ccccc12	2	8	19	2	2.3	3.5	/	2.0	126	-24	4.6
CCOc1ccc(S(=O)(=O)Nc2cccc(C(=O)N3CCN(c4ccc(OC)cc4)CC3)c2)cc1	-3	2	-5	2	1.9	1.3	-23	0.8	106	13	-2.3
CCN(C[C@H]1N[C@@](Cc2ccccc2)(C(=O)OC)[C@H]2C(=O)N(C)C(=O)[C@@H]12)C(=O)NC(C)C	3	-4	-4	2	0.2	-2.5	3	1.2	99	11	-2.3
Cc1ccc(C(=O)NCC(=O)OCn2nnc3ccccc3c2=O)cc1	-5	3	12	-1	1.2	-2.1	11	1.7	103	0	-0.1
Cn1c(SCC(=O)NCC2COc3ccccc3O2)nnc1C(F)(F)F (centres undefined)	6	-5	-16	5	1.8	0.4	/	1.1	96	11	-2.0
CN(C)CCNc1ncnc2sc(-c3ccccc3)cc12	4	-4	-14	-7	2.3	-4.3	2	-1.4	109	5	-1.0
O=C(O)/C=C1\CCCc2ccccc2C1O (centres undefined)	11	-4	-13	-2	3.3&2.4	-1.3	-1	-1.1	93	0	0.1
Cc1ccc(-c2[nH]c(-c3ccccc3)nc2SCC(=O)NCC2CCCO2)cc1 (centres undefined)	4	-2	15	-2	5.7	-0.8	12	1.2	106	-10	1.9
O=C(/C=C/c1cccc(Cl)c1)NCc1cccs1	-7	-12	24	4	0.9	1.7	-9	0.7	100	3	-0.7
Cc1ccc(Nc2cc(-n3nc(C)cc3C)ncn2)cc1	33	3	-23	-6	2.5	-1.8	/	4.9	101	-10	1.6
CN1c2ccccc2-c2nc3ccccc3n2C1c1ccco1 (centres undefined)	-5	1	143	5	-1.8	1.6	-20	0.2	101	-4	0.7
Cc1ccc(NC(=O)CN2C(=O)c3ccccc3C2=O)nc1	-30	1	315	/	1.7	-0.2	-1	3.8	73	/	/
Further entries follow:
SMILES	Arrestin-AP2 inh	Tat transport	Mot1-301 SUMO	PKA-R1A activ	phage Ecoli inh	E coli growth	PfHsp90 yeast 2	AddAB inh	Pemphigus Ab inh	MOR-DOR inv ag	OPRM1-OPRD1 ag
Cc1cc(C#Cc2c(-c3ccccc3)n(C)c3ccccc23)ccc1F	-2	-9	716*	1	1.4	4.3	10	2.3	103	5	-0.9
CCc1ccc(N2C(=O)c3sc4nnc(-c5ccccc5)c(=O)n4c3C2=O)cc1	3	1	-9	-12	4.1	-1.7	-39	1.6	88	11	-2.5
CCCCC1CCC(C(=O)Nc2ccccc2)CC1 (centres undefined)	46	-3	-13	7	1.3	1.2	-6	0.6	/	4	-0.8
Cc1ccc(S(=O)(=O)N2CCOCC2)cc1C(=O)NC(=S)N1CC(C)OC(C)C1 (centres undefined)	-1	-7	9	-12	-0.1	1.4	-7	0.6	95	11	-2.2
Cc1nc2c3ccccc3n(Cc3ccccc3F)c2s1	1	8	24	-13	8.5	-0.8	-17	1.2	85	-20	3.0
COc1cccc(CNC(=O)C2CCCN2S(=O)(=O)c2ccc3c(c2)C(C)(C)C(=O)N3C)c1 (centres undefined)	-4	7	-2	2	3.6	1.2	7	2.9	111	1	-0.2
O=C(O)C1CC=CCC1C(=O)NNc1ccccc1 (centres undefined)	8	0	-8	-7	3.2	-0.6	33	-0.8	102	12	-2.3
CC(=O)O[C@H]1[C@H](C)OC=C[C@@H]1OC(C)=O	-3	-2	-10	5	2.1	-0.2	22	-0.6	99	3	-0.7

Bioassay records: PubChem BioAssay, several laboratories
